CendR NRP1 mod – modulators of CendR peptide binding to human neuropilin-1. actives 0.85% (n = 360,000). FAM-RPARPAR peptide binding to NRP-1, fluorescence polarization. AID 602438. O14786. inhibition, % at 25 µM;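 active means inhibition or corrected inhibition above about 18%, plus a signal ratio from 0.5 to 1.5, limit read from the data, passing the limit was not always enough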; further: strong numbers were not always called active
Rin1-Abl PPI inh – human Rin1-Abl interaction inhibition; P00519+Q13671; TR-FRET Rin1/Abl binding, biochemical; inhibition, % at 7.35 µM; actives 0.4% (n = 360,000); in the data active means inhibition above about 5%, passing the limit was not always enough
Target sequence (P00519 whole entry, looked up): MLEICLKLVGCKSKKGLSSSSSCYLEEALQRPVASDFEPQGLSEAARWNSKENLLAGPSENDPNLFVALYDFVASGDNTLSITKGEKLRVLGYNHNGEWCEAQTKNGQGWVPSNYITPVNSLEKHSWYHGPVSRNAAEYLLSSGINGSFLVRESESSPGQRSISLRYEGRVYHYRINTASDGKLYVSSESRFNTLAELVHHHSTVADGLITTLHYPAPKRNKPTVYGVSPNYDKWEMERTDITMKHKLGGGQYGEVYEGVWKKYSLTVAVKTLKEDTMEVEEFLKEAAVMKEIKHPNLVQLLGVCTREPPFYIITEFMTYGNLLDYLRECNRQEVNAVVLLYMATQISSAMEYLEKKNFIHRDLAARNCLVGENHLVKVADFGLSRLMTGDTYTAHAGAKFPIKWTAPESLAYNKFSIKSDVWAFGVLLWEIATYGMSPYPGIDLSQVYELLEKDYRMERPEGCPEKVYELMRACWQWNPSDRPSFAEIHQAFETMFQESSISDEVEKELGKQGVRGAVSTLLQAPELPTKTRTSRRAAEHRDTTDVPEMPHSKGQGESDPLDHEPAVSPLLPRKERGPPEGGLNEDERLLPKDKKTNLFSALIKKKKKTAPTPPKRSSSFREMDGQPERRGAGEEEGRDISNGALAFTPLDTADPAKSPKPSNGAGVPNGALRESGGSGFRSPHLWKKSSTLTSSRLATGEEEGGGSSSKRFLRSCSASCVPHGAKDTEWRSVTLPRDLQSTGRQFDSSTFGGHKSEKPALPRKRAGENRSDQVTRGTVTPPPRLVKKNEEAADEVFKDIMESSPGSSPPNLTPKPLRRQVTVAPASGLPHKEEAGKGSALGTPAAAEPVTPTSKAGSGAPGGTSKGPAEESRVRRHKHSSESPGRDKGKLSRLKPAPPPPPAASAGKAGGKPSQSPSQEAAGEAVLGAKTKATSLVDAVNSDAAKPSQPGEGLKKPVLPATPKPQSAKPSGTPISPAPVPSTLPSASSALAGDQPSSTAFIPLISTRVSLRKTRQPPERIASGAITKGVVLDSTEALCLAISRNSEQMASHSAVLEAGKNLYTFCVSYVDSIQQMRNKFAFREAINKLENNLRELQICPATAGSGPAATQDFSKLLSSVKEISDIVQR
Target sequence (Q13671 whole entry, looked up): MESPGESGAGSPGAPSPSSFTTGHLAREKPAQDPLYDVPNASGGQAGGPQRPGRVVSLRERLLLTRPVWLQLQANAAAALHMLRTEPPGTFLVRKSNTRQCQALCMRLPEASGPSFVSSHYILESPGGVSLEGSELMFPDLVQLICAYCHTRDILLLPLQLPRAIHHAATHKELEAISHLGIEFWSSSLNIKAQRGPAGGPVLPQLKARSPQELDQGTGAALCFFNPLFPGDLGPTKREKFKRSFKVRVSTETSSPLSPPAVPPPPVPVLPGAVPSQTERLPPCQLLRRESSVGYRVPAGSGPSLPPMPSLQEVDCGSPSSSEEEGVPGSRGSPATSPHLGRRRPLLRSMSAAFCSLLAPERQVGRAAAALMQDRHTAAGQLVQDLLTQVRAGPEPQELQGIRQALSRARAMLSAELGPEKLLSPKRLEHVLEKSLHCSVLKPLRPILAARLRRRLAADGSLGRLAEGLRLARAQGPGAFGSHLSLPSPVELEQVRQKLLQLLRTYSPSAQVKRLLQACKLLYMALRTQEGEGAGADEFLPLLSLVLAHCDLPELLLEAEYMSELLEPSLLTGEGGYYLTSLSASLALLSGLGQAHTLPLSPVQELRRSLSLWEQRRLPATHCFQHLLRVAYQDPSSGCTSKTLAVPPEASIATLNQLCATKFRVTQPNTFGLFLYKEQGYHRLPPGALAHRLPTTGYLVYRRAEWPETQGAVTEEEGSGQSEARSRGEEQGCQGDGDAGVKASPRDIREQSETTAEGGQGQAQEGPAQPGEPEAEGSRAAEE
MT1-MMP act inh – blocks activation of human MT1-MMP. actives 0.061% (n = 360,000). P50281. GFP/RFP ratio change, % at 20 µM. HT1080 RFP-PRO-GFP cells, GFP/RFP ratio fluorescence, overnight; percent of plate control window, DMSO zero;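 active means GFP/RFP ratio change of at least 30% with cell ATP level not reduced by more than half and red fluorescence within 50% of control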; further: strong numbers were not always called active
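system = RFP-PRO-GFP reporter HT1080 cells | dosing = 20 µM single dose, 1% DMSO | timing = overnight cell settling, then overnight compound exposure, 37 °C, 5% CO2 | read-out basis = GFP/RFP fluorescence ratio | controls = DMSO and RFP-L50D-GFP cell wells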
FAS TE block – FAS thioesterase (human) inhibition; P49327; recombinant FAS-TE, OMFH fluorogenic substrate, fluorescence endpoint; inhibition, % at 15 µM; actives 0.67% (n = 360,000); AID 602261;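 active means compounds whose normalised, plate-corrected inhibition of enzyme fluorescence in the single-dose primary screen is 50% or more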;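 further: 0% = DMSO with enzyme and 100% = substrate without enzyme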
E coli Lon inh – E. coli protease La inhibition | P0A9M0 | purified E. coli Lon protease, fluorescence polarization | inhibition, % at 7.94 µM | actives 0.42% (n = 360,000) | AID 602123; in the data active means inhibition above about 13%, passing the limit was not always enough;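 further: 0% = enzyme with probe and DMSO and 100% = no enzyme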
SKN-1 block – blocks SKN-1 activity in C. elegans | inhibition, % at 21.8 µM | C. elegans VP596 Pgst-4::GFP/RFP ratio, acrylamide-induced, 24 h | actives 0.49% (n = 360,000) | AID 624304;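 active means interference check ratio from 0.5 to 1.5 plus GFP to RFP signal ratio inhibition reaching or exceeding a fixed threshold, cut at about 30% in these data, passing the limit was not always enough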; further: some compounds called inactive have numbers as strong as hits
Neddyl block – blocks human cullin neddylation | P61081+Q13564 | calls only at 25 µM | actives 0.58% (n = 360,000) | TR-FRET cullin neddylation, biochemical | AID 651699; in the data active means inhibition above about 36%
MsrA inh – inhibitors of bovine MsrA; AID 651718; purified bovine MsrA, absorbance read-out; actives 0.75% (n = 360,000); inhibition, % at 15.5 µM; in the data active means inhibition above about 4.5%;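 further: 0% = vehicle wells with enzyme and 100% = reference inhibitor wells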
bovine MsrA act – bovine methionine sulfoxide reductase A activation | purified bovine MsrA, absorbance read-out | activation, % at 10.6 µM | actives 0.3% (n = 360,000); in the data active means activation above about 7.5%;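 further: 0% = vehicle and 100% = reference activator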
The depositor's hits bear a star; i = inactive; . = no result given.

SMILES | CendR NRP1 mod | Rin1-Abl PPI inh | MT1-MMP act inh | FAS TE block | E coli Lon inh | SKN-1 block | Neddyl block | MsrA inh | bovine MsrA act
NC(=O)c1c(NC(=O)COC(=O)CSc2nnc(-c3ccc(Cl)cc3)o2)sc2c1CCC2 | -36 | -3 | -5 | 12 | -10 | -22 | i | 0.0 | 0
CC(=O)c1cccc(-c2ccnc3c2CC(C(=O)Nc2cccc(OC(F)(F)F)c2)O3)c1 (centres undefined) | -2 | 0 | 5 | 54* | -4 | 9 | i | -1.1 | 1
Cc1cccc(NC(=S)NCc2ccco2)n1 | 3 | 2 | -4 | -1 | -1 | 16 | i | -1.7 | -1
Cc1nc2cc(C)c(C)cc2s1 | 7 | 0 | -2 | -3 | 7 | 6 | i | -0.6 | -1
COc1ccc(/C=C(/NC(=O)c2cccs2)C(=O)N2CCOCC2)cc1OC | -5 | -5 | 0 | -11 | 3 | 12 | i | 3.1 | 3
Cc1ccc(NC(=O)CN2CCOCC2)c(Br)c1 | -1 | -2 | -3 | -6 | -6 | 19 | i | 0.7 | -2
Clc1cccc(-c2nc(NCc3cccnc3)c3ccccc3n2)c1 | -2 | 1 | -1 | 24 | 8 | 16 | i | 0.4 | -2
Cc1ccc(OCc2ccc(C(=O)Nc3c(C)nn(Cc4c(F)c(F)c(F)c(F)c4F)c3C)o2)c([N+](=O)[O-])c1 | -6 | 2 | -1 | 38 | -7 | 2 | i | 0.8 | -2
COCCNC(=O)c1onc(CSc2ccc(Cl)cc2)c1C(=O)O | 1 | -2 | 4 | -7 | 7 | 8 | i | -0.7 | 0
O=C(Nc1ccc(S(=O)(=O)NCC2CCCO2)cc1)c1ccc(F)cc1 (centres undefined) | 1 | 0 | -7 | -1 | -2 | 16 | i | -0.9 | 1
CCOC(=O)C1=C(O)/C(=C\c2ccc(OC)c(OC)c2)N=C1C | -7 | 3 | -4 | -6 | -5 | -6 | i | 0.3 | -3
COc1cccc(NC(=O)c2oc3ccccc3c2NC(=O)C(C)(C)C)c1 | 9 | -1 | 2 | 29 | 9 | 0 | i | 0.0 | 0
CC(=O)c1cccc(S(=O)(=O)Nc2cc(C(F)(F)F)ccc2N2CCOCC2)c1 | 3 | 6 | 0 | 11 | 0 | 9 | i | -0.2 | -15
Cc1c(C(=O)NNC(=S)NCc2ccc(Cl)cc2)oc2ccccc12 | 12 | 1 | -1 | 9 | 1 | 18 | i | 0.8 | -3
O=C(CCNC(=O)c1ccc(Cl)cc1)Nc1ccncc1 | 3 | 4 | 6 | -6 | 5 | 1 | i | -1.4 | -1
COc1ccc(-c2noc(C3CCCN(S(=O)(=O)c4cccc(Cl)c4)C3)n2)cc1OC (centres undefined) | -3 | -1 | 1 | 47 | 1 | 12 | i | . | 2
CC(C)C[C@H](NC(=O)c1[nH]cnc1C(=O)N[C@@H](C)C(=O)OCc1ccccc1)C(=O)OCc1ccccc1 | -2 | 3 | -5 | 17 | 1 | 6 | i | 0.0 | -1
CN(C)CCCNC(=O)C(=O)Nc1cc2c3c(c1)CCC(=O)N3CCC2 | -2 | 3 | 1 | -5 | 2 | 9 | i | 0.4 | -4
CSCCC(NC(=O)c1ccc(Cl)cc1)C(=O)NC(C)(C)C (centres undefined) | -3 | 0 | 8 | -6 | 5 | -1 | i | -1.1 | 1
COc1ccc(OC)c(N2C(=O)C(Cl)=C(N3CCOCC3)C2=O)c1 | -8 | -1 | -3 | -9 | 5 | 4 | i | 1.1 | -4
CC(C)(C)c1ccc(-c2nc(N)nc(N)n2)cc1 | -11 | -4 | 2 | 5 | 4 | -15 | i | -0.7 | -8
COc1ccc(S(=O)(=O)N2CCC3CC2c2cc(N4CCOCC4)ccc23)cc1 (centres undefined) | 12 | -2 | 1 | -2 | 0 | 4 | i | -1.2 | -3
N#Cc1nc(-c2ccccc2F)oc1N1CCCC1 | 2 | -2 | 0 | 17 | 5 | 19 | . | 1.6 | -2
COC(=O)[C@H](CC(C)C)NC(=O)Nc1ccccc1F | 0 | -2 | -1 | -1 | 0 | 2 | i | 0.8 | -3
Cc1ccccc1NC(=O)CON=C(N)c1ccccc1 | 6 | 2 | -1 | -5 | -5 | -4 | i | 0.0 | -3
CCN(CC)c1ccc(C(=S)NC2CCCCC2)cc1 | -7 | -4 | -2 | 24 | 3 | 10 | i | 1.0 | -19
CC(C)c1ccc(OCC(=O)Nc2cccc(C(=O)Nc3ccccc3C(=O)O)c2)cc1 | -12 | 2 | 4 | 23 | -1 | -11 | i | 0.9 | 4
O=C(CSCc1ccccc1Cl)N1CCN(c2ccccn2)CC1 | 9 | 4 | 1 | 1 | -7 | 4 | i | 0.7 | -6
CCOC(=O)Cn1c(=O)cc(C)c2cccc(C)c21 | -4 | 0 | 2 | 10 | 5 | 5 | i | 0.9 | -1
CCn1cc(C(=O)NCCC2=CCCCC2)c(=O)c2cc(S(=O)(=O)N(C)C)ccc21 | -8 | -1 | 5 | 80* | -8 | -5 | i | -0.7 | -1
COc1ccc(CNC(=O)CC[C@H]2O[C@@H](n3ccc(=O)[nH]c3=O)[C@H](O)[C@@H]2O)cc1 | -5 | 1 | 5 | -8 | -7 | -1 | i | -0.5 | -3
Cc1ccc(SCC(=O)NN2C(=O)c3ccccc3C2=O)cc1 | 12 | 8 | 1 | 4 | 2 | -6 | i | -0.3 | -2
CCOC(=O)C1CCCN(Cc2sccc2C)C1 (centres undefined) | -5 | 2 | 3 | -10 | 3 | -7 | i | . | -10
CCCCCc1ccc(-c2cn(Cc3ccc(C)cc3)nn2)cc1 | -6 | 1 | 0 | 4 | 5 | 8 | i | -0.4 | 0
Cc1cccc(NC(=O)c2ccc(-n3cccn3)c([N+](=O)[O-])c2)c1 | 4 | -5 | 3 | 7 | -8 | 8 | i | 0.5 | 0
Cc1cc(C)nc(N/N=C2/CCSc3ccc(F)cc32)n1 | 7 | -6 | -4 | -1 | -9 | 4 | i | 2.9 | -1
COc1ccc(CN2CCNC(=O)C2CC(=O)N(C)Cc2nonc2C)c(F)c1 (centres undefined) | -8 | 2 | -1 | -4 | 10 | 12 | i | 0.9 | -4
COc1ccccc1N1CCN(C(=O)c2cc(=O)c3cc(C)ccc3o2)CC1 | 3 | -3 | -2 | -1 | -12 | 21 | i | 0.1 | -2
Cc1ccc(C2Cc3cc(O)c(O)cc3CN2)cc1 (centres undefined) | 3 | 3 | 1 | -7 | 8 | 7 | i | -0.7 | -1
Cc1noc(NS(=O)(=O)c2ccc(N/C=C/C(=O)c3ccc(F)cc3)cc2)c1C | -16 | -5 | 1 | -9 | 0 | 0 | i | 3.2 | -7

Gathered by group: the compounds so far containing an aryl thioether with sulfur outside any ring.
SMILES | CendR NRP1 mod | Rin1-Abl PPI inh | MT1-MMP act inh | FAS TE block | E coli Lon inh | SKN-1 block | Neddyl block | MsrA inh | bovine MsrA act
NC(=O)c1c(NC(=O)COC(=O)CSc2nnc(-c3ccc(Cl)cc3)o2)sc2c1CCC2 | -36 | -3 | -5 | 12 | -10 | -22 | i | 0.0 | 0
COCCNC(=O)c1onc(CSc2ccc(Cl)cc2)c1C(=O)O | 1 | -2 | 4 | -7 | 7 | 8 | i | -0.7 | 0
Cc1ccc(SCC(=O)NN2C(=O)c3ccccc3C2=O)cc1 | 12 | 8 | 1 | 4 | 2 | -6 | i | -0.3 | -2

Going on with the list.
SMILES | CendR NRP1 mod | Rin1-Abl PPI inh | MT1-MMP act inh | FAS TE block | E coli Lon inh | SKN-1 block | Neddyl block | MsrA inh | bovine MsrA act
CCCCN1C(=O)CC(C(=O)O)C1c1ccc(OC)cc1 (centres undefined) | 1 | 2 | -2 | -8 | 8 | 25 | i | -0.2 | 0
CCCCOc1ccc(C(=O)Nc2ccc3c(c2)OCO3)cc1 | -7 | -2 | -4 | 0 | 3 | 2 | i | 0.2 | 3
Cc1cccc(Cn2c(Cc3ccccc3)nc3ccccc32)c1 | -1 | -1 | 2 | 16 | -9 | 15 | i | 0.6 | -8
Cc1cc(C(=O)COC(=O)c2cccnc2Cl)c(C)n1CC1CCCO1 (centres undefined) | -6 | 1 | 0 | -3 | -3 | 4 | i | 0.1 | 0
CSc1ncccc1C(=O)OCC(=O)NC(=O)NCCC(C)C | 0 | 1 | -5 | 2 | 15 | 10 | i | -0.2 | -1
CCN(CC)C(=O)CSc1nc(Cc2ccccc2)nc2ccccc12 | 2 | 24* | 4 | 6 | -12 | -7 | i | 0.4 | 1
CCn1cc(C(=O)NCC2CCCO2)c2cc(OC)c(OC)cc2c1=O (centres undefined) | -11 | 0 | 2 | -6 | -5 | 14 | i | 0.6 | -4
COc1ccccc1C(=O)N/N=C/c1ccc2c(c1)OCO2 | 11 | -1 | -1 | -2 | -20 | 14 | i | 4.5 | -5
COc1ccc(Cl)cc1NC(=O)COC(=O)CCNC(C)=O | -2 | 0 | 1 | -6 | 2 | 2 | i | -1.7 | -3
CCOc1ccccc1NC(=O)CCNS(=O)(=O)c1ccccc1 | 5 | -2 | 1 | -4 | 1 | 7 | i | -1.1 | -3
Oc1ccc2cccnc2c1 | 15 | -4 | -3 | -7 | 5 | -5 | i | 0.9 | -2
O=C(CN1CCN(S(=O)(=O)c2ccccc2)CC1)Nc1ccc(N2CCOCC2)cc1 | 6 | 1 | 1 | -6 | -8 | 5 | i | -1.6 | 0
CC(C)CC(=O)c1c[nH]c(C(=O)NCc2cccs2)c1 | 2 | 5 | -7 | -4 | -5 | -5 | i | -0.4 | -1
CCOC(=O)c1c(NC(=O)C2C3CCC(O3)C2C(=O)O)sc2c1CCCC2 (centres undefined) | 0 | -1 | -4 | 0 | -1 | 5 | i | -0.6 | -3
CCCC(C)NC(=O)c1ccc2[nH]c3c(c2c1)CC(C)CC3 (centres undefined) | 12 | 0 | -4 | 9 | 5 | 9 | i | -0.2 | -4
COc1ccccc1S(=O)(=O)N1CCn2cccc2C1C (centres undefined) | -6 | -1 | -6 | -4 | -3 | 12 | i | -0.3 | -5
O=C(Nc1ncnc2c1CCC2)C12CC3CC(CC(C3)C1)C2 | -10 | 0 | 4 | -9 | 6 | -3 | i | -0.3 | -5

In a second layout: 6 of the compounds above
Results follow in this order: CendR NRP1 mod	Rin1-Abl PPI inh	MT1-MMP act inh	FAS TE block	E coli Lon inh	SKN-1 block	Neddyl block	MsrA inh	bovine MsrA act
Cc1cccc(Cn2c(Cc3ccccc3)nc3ccccc32)c1
 : -1	-1	2	16	-9	15	i	0.6	-8
Cc1cc(C(=O)COC(=O)c2cccnc2Cl)c(C)n1CC1CCCO1 (centres undefined)
 : -6	1	0	-3	-3	4	i	0.1	0
CSc1ncccc1C(=O)OCC(=O)NC(=O)NCCC(C)C
 : 0	1	-5	2	15	10	i	-0.2	-1
CCN(CC)C(=O)CSc1nc(Cc2ccccc2)nc2ccccc12
 : 2	24*	4	6	-12	-7	i	0.4	1
CCn1cc(C(=O)NCC2CCCO2)c2cc(OC)c(OC)cc2c1=O (centres undefined)
 : -11	0	2	-6	-5	14	i	0.6	-4
COc1ccccc1C(=O)N/N=C/c1ccc2c(c1)OCO2
 : 11	-1	-1	-2	-20	14	i	4.5	-5

Source: PubChem BioAssay (several laboratories)
